Runt-CBFb FRET – Runt domain-CBFb interaction inhibition. inhibition, % at 20 µM. actives 0.46% (n = 220,000). Cerulean-Runt/Venus-CBFb FRET ratio 530/480, 1 h. Q01196+Q13951;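 active = inhibition over about 50% at 20 µM in the single-dose screen, limit read from the data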;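 note: 0% = DMSO wells and 100% = excess unlabeled CBFb competitor control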
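test system = Cerulean-Runt domain fusion protein, energy donor | probe or stimulus = Venus-CBFb binding partner, 100 nM | incubation = two 1 h room-temperature incubations shielded from light | detection = fluorescence energy transfer, 422 nm excitation, 530/480 nm emission | measure = loss of energy transfer signal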
MDM2 E3 inh – inhibitors of human Mdm2 E3 ubiquitin ligase; Q00987; cell-based MDM2 ubiquitination luciferase reporter, 2 h; 0 = plate control, 100 = twice control, blank-subtracted; signal enhancement, % at 5 µM; actives 0.11% (n = 210,000);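 active = signal enhancement of 30% or more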;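 note: luminescence tracks abundance of the self-degrading MDM2-luciferase fusion protein; higher signal means inhibition of MDM2 E3 ligase activity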
Target sequence (Q00987 whole entry, looked up, the tested form may be a part): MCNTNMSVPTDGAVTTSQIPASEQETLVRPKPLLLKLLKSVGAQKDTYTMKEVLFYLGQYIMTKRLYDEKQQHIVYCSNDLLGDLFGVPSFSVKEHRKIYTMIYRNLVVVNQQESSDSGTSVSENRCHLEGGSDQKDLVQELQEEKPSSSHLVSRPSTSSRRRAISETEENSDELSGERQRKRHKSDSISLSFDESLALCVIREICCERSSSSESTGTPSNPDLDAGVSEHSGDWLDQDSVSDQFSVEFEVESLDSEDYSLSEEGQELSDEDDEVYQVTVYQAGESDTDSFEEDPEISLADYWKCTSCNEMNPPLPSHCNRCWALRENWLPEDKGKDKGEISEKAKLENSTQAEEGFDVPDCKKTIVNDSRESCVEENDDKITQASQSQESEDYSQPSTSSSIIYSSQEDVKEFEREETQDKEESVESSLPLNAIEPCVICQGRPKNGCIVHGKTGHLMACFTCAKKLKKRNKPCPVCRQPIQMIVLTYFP
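Buffer or medium: Cells held in DMEM | Assay system: Stable mammalian line carrying autodegrading MDM2–luciferase fusion reporter | Quantity: 2000 cells/well | Times: 4 h settle plus 2 h compound, 37 °C | Doses: One concentration, 5 µM, with 0.2% DMSO | Technique: Luminescence with SteadyLite reagent, 15 min at room temperature | Benchmarks: Plate controls and plate blanks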
EBV gp42 inh – blocks Epstein-Barr virus glycoprotein 42 binding. AID 1085. inhibition, % (tested at 21.74 µM). Q1HVG2. actives 0.42% (n = 220,000). Fluorescence polarization binding assay, mP read-out; in the data active = inhibition above about 50%
Runt-SMMHC FRET – blocks binding of human RUNX1 Runt domain to CBFb-SMMHC. Q01196+Q13951. Cerulean-Runt/Venus-CBFb-SMMHC FRET ratio 530/480, 1 h. inhibition, % at 20 µM. actives 0.74% (n = 220,000). AID 1434;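 active = mean inhibition across duplicate retests at 20 µM reaching about 50%, limit read from the data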;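 note: 0% = DMSO wells and 100% = wells with excess untagged CBFb-SMMHC; inhibitors lower the FRET ratio by blocking Runt binding to CBFb-SMMHC; some results filed as inactive read as strong as hits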
NCF1 inh – inhibitors of human p47phox binding; P14598; p47phox/p22phox peptide binding, fluorescence polarization, 2 h; inhibition, % at 24.7 µM; actives 0.53% (n = 220,000);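 active = inhibition above about 30%, limit read from the data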;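 note: 0% = p47phox with labelled peptide and 100% = labelled peptide alone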
zVAD death inh – blocks zVAD induced death of L929 cells; L929 zVAD necroptosis rescue, ATP luminescence, 24 h; with zVAD 60 µM; viability rescue, % at 10 µM; actives 0.38% (n = 220,000); AID 1377;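 active = activation, scaled between plate controls, above about 75%, limit read from the data; inactive = activation under that limit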;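 note: 0% = zVAD with DMSO and 100% = DMSO alone without zVAD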
TbHK1 inh – blocks Trypanosoma brucei hexokinase 1 activity. recombinant TbHK1, G6PDH-coupled NADH A340. inhibition, % at 10 µM. actives 0.11% (n = 220,000);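 active = inhibition of 50% or more in the single-dose primary screen; inactive = inhibition below 50%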
Hck Nef HTS – human Hck-Nef kinase inhibition; P08631; Recombinant Hck-YEEI plus Nef, Z-Lyte FRET kinase assay; inhibition, % at 20 µM; actives 0.68% (n = 220,000); AID 463187;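 active = Hck-Nef kinase inhibition above about 50%, limit read from the data; inactive = inhibition below that limit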;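 note: 0% = DMSO with Hck plus Nef and 100% = Hck alone without Nef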
Target sequence (P08631 whole entry, looked up): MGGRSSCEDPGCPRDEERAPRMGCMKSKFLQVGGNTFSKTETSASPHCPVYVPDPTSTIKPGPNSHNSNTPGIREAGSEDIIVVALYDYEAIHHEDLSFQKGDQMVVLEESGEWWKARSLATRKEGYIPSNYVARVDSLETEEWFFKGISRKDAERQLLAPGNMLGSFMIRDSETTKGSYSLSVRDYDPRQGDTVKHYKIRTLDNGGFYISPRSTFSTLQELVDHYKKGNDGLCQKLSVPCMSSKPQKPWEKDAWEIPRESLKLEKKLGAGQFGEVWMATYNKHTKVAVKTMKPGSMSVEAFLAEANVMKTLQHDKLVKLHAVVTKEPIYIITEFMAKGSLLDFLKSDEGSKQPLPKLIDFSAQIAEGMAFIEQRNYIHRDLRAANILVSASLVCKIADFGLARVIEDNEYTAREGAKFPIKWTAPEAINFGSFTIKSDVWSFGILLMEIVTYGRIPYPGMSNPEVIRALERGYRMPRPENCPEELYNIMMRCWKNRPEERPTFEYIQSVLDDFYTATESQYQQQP
14-3-3 Bad PPI – disrupts binding of bovine 14-3-3 zeta to phospho-Bad peptide; P63103; TR-FRET 14-3-3zeta/Dy647-pBad peptide displacement, 1 h; inhibition, % at 21.7 µM; actives 0.71% (n = 220,000);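 active = inhibition above about 70%, limit read from the data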;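 note: 0% = full 14-3-3 plus peptide FRET controls and 100% = background without 14-3-3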
An asterisk follows results filed as active; [ ] = remark or other dose. Not a hit list, and some 3.2% of all compounds hit somewhere here.

`Cc1ccc(NC(=O)NC(=O)N(C2CCCCC2)S(=O)(=O)c2ccccc2)cc1` gave Runt-CBFb FRET -1.8, MDM2 E3 inh -7.9, EBV gp42 inh -18.3, Runt-SMMHC FRET 5.4, NCF1 inh -11.7, zVAD death inh 2.6, TbHK1 inh 26.6, Hck Nef HTS 2.0 and 14-3-3 Bad PPI -18.4.
CCn1cc(/C=N/NC(=O)c2ccc3c(c2)OCO3)c(C)n1 was read as Runt-CBFb FRET 2.1, EBV gp42 inh 1.4, Runt-SMMHC FRET -1.5, NCF1 inh -1.7, zVAD death inh 0.4, TbHK1 inh -16.9, Hck Nef HTS 3.0 and 14-3-3 Bad PPI 49.0.
Cc1cc(C)cc(-n2c3nc4ccccc4nc3c3c(=O)n(Cc4ccco4)cnc32)c1 was read as Runt-CBFb FRET 32.8, MDM2 E3 inh 12.7, EBV gp42 inh 0.1, NCF1 inh -13.0, zVAD death inh 0.0, TbHK1 inh -9.7, Hck Nef HTS 7.5 and 14-3-3 Bad PPI 0.8.
Screening O=C(Cc1ncc(C(F)(F)F)cc1Cl)NCc1ccco1 returned Runt-CBFb FRET 0.2, MDM2 E3 inh -4.5, EBV gp42 inh -15.7, Runt-SMMHC FRET -1.9, NCF1 inh -0.9, zVAD death inh -0.5, TbHK1 inh 3.6, Hck Nef HTS 22.9 and 14-3-3 Bad PPI -2.2.
Screening CCC(C(=O)NC1CCCCC1)n1c(SCc2ccccc2F)nc2ccncc21 (configuration not stated) returned Runt-CBFb FRET -0.6, EBV gp42 inh -8.3, Runt-SMMHC FRET 3.2, NCF1 inh -0.6, TbHK1 inh -3.4, Hck Nef HTS -4.1 and 14-3-3 Bad PPI -0.8.
Screening COC(=O)C1=C(C(=O)OC)C2C(C)=CC(C)=CN2C(C(=O)OC)=C1C(=O)OC (configuration not stated) returned Runt-CBFb FRET 2.4, MDM2 E3 inh -6.2, EBV gp42 inh 0.3, Runt-SMMHC FRET 9.0, NCF1 inh -2.8, zVAD death inh 0.1, TbHK1 inh -3.0, Hck Nef HTS 3.1 and 14-3-3 Bad PPI -12.3.
C=CCSc1nc(N2CCOCC2)c2c(c1C#N)CC(C)(C)N(C)C2 was read as Runt-CBFb FRET 16.0, MDM2 E3 inh -8.0, EBV gp42 inh -4.6, Runt-SMMHC FRET 12.3, NCF1 inh 3.5, zVAD death inh -0.1, TbHK1 inh -20.3, Hck Nef HTS 18.9 and 14-3-3 Bad PPI 1.9.
`O=C1CC(N2CCN(c3ccccc3F)CC2)C(=O)N1c1ccc2c(c1)OCCO2` (configuration not stated) gave Runt-CBFb FRET 0.4, MDM2 E3 inh -0.6, EBV gp42 inh 6.7, Runt-SMMHC FRET -12.5, NCF1 inh -12.9, zVAD death inh 3.2, TbHK1 inh 1.2, Hck Nef HTS -1.5 and 14-3-3 Bad PPI 4.9.
Screening CS(=O)(=O)n1nc(OC(=O)c2cc(Br)ccc2Cl)cc1N returned Runt-CBFb FRET 1.1, MDM2 E3 inh -3.4, EBV gp42 inh 8.5, Runt-SMMHC FRET -5.2, NCF1 inh 1.4, zVAD death inh 0.3, TbHK1 inh 7.0, Hck Nef HTS 23.6 and 14-3-3 Bad PPI 67.7.
`O=C1c2ccccc2C(=O)N1CCSc1nnc(-c2ccco2)n1Cc1ccccc1` gave Runt-CBFb FRET -2.5, MDM2 E3 inh -4.2, EBV gp42 inh -5.1, Runt-SMMHC FRET -0.8, NCF1 inh -3.4, zVAD death inh 0.9, TbHK1 inh 5.1, Hck Nef HTS 0.7 and 14-3-3 Bad PPI 8.3.
CCCc1nc2ccccc2c(=O)n1-c1c(C)n(C)n(-c2ccccc2)c1=O was read as Runt-CBFb FRET -1.1, MDM2 E3 inh -10.0, EBV gp42 inh -16.6, Runt-SMMHC FRET -2.6, NCF1 inh -3.6, zVAD death inh 0.7, TbHK1 inh 5.4, Hck Nef HTS 15.2 and 14-3-3 Bad PPI -3.8.
For Cn1c(=O)n(C)c2cc(/C=N/N=C3/NC(=O)C(CC(=O)O)S3)ccc21 (configuration not stated) the results were Runt-CBFb FRET -1.8, MDM2 E3 inh -10.8, EBV gp42 inh -4.3, Runt-SMMHC FRET -0.1, NCF1 inh -2.5, zVAD death inh 2.4, TbHK1 inh -59.6, Hck Nef HTS 20.2 and 14-3-3 Bad PPI 20.6.
For O=[N+]([O-])c1cccnc1N/N=C/c1ccccc1O the results were Runt-CBFb FRET 0.3, MDM2 E3 inh -34.4, EBV gp42 inh -0.4, Runt-SMMHC FRET -3.0, NCF1 inh -14.3, zVAD death inh 9.8, TbHK1 inh -6.8, Hck Nef HTS 18.8 and 14-3-3 Bad PPI -4.6.
Screening CCOC(=O)c1ccc(N/C=C2/CCCC(C)C2=O)cc1 (configuration not stated) returned Runt-CBFb FRET 3.2, MDM2 E3 inh -49.9, EBV gp42 inh -20.4, Runt-SMMHC FRET 2.9, NCF1 inh -45.1, zVAD death inh 0.4, TbHK1 inh -21.0, Hck Nef HTS -0.5 and 14-3-3 Bad PPI -9.7.
For CC1(C)OC(=O)C(=CNCC(=O)NCC(=O)O)C(=O)O1 the results were Runt-CBFb FRET -0.2, MDM2 E3 inh -2.0, EBV gp42 inh -4.9, Runt-SMMHC FRET -4.2, NCF1 inh -4.8, zVAD death inh 0.3, TbHK1 inh 5.3, Hck Nef HTS -0.3 and 14-3-3 Bad PPI 0.9.
Screening Cc1ccc2nsnc2c1NC(=O)c1cccnc1Cl returned Runt-CBFb FRET -2.6, MDM2 E3 inh 6.9, EBV gp42 inh 5.0, Runt-SMMHC FRET -1.1, NCF1 inh -6.7, zVAD death inh 0.6, TbHK1 inh -4.1, Hck Nef HTS 6.9 and 14-3-3 Bad PPI -5.6[fluorescence artefact?].
`CCOc1ccc(/C=C/C2=CC(C)(C)NC(=S)N2)cc1` gave Runt-CBFb FRET 2.2, MDM2 E3 inh -14.7, EBV gp42 inh -9.6, Runt-SMMHC FRET 1.9, NCF1 inh -2.5, zVAD death inh -0.6, TbHK1 inh -0.7, Hck Nef HTS 6.2 and 14-3-3 Bad PPI 5.6.
COc1ccc(NC(=O)Cn2nnc(-c3ccccc3NC(=O)c3cccs3)n2)cc1 was read as Runt-CBFb FRET -2.2, MDM2 E3 inh -13.0, EBV gp42 inh -6.2, Runt-SMMHC FRET -5.1, NCF1 inh -18.4, zVAD death inh 5.2, TbHK1 inh -25.9, Hck Nef HTS 0.8 and 14-3-3 Bad PPI 6.9.
Screening CNCc1ccccc1OCC(=O)Nc1ccccc1 returned Runt-CBFb FRET 0.4, MDM2 E3 inh -15.0, EBV gp42 inh 10.8, Runt-SMMHC FRET 0.2, NCF1 inh -11.5, zVAD death inh 0.0, TbHK1 inh -4.6, Hck Nef HTS -1.1 and 14-3-3 Bad PPI 4.7[fluorescence artefact?].
Screening CCN(CC)C(=O)c1cnn(-c2ccccc2)c1NC(=O)c1ccccc1F returned Runt-CBFb FRET -2.4, EBV gp42 inh -10.1, Runt-SMMHC FRET -2.4, NCF1 inh -7.1, zVAD death inh -0.3, TbHK1 inh -1.1, Hck Nef HTS 5.7 and 14-3-3 Bad PPI -6.7.
Screening COc1ccc(C(=O)Nc2ccc3c(c2)OCCO3)cc1[N+](=O)[O-] returned Runt-CBFb FRET 0.6, MDM2 E3 inh 9.2, EBV gp42 inh -1.8, Runt-SMMHC FRET 0.3, NCF1 inh -11.1, zVAD death inh -1.2, TbHK1 inh 6.2, Hck Nef HTS -2.5 and 14-3-3 Bad PPI 2.4.
For CCOC(=O)Cc1csc(NC(=S)NC(=O)C(C)(C)C)n1 the results were Runt-CBFb FRET -0.6, MDM2 E3 inh -3.4, EBV gp42 inh -6.3, Runt-SMMHC FRET 0.9, NCF1 inh -1.9, zVAD death inh 1.0, TbHK1 inh -26.3, Hck Nef HTS -2.4 and 14-3-3 Bad PPI -4.2[fluorescence artefact?].
`CC(C)=C(NC(=O)c1ccccc1)C(=O)N/N=C/c1ccc(O)cc1` gave Runt-CBFb FRET -1.3, MDM2 E3 inh -9.6, EBV gp42 inh -21.5, Runt-SMMHC FRET -2.3, NCF1 inh -20.0, zVAD death inh 1.7, TbHK1 inh -6.5, Hck Nef HTS 1.4 and 14-3-3 Bad PPI -12.2.
`CCOC(=O)C(=O)/C(C#N)=C/Nc1ccc(Cl)cc1` gave Runt-CBFb FRET 0.8, MDM2 E3 inh -5.7, EBV gp42 inh -17.8, Runt-SMMHC FRET -0.7, NCF1 inh -5.3, zVAD death inh -0.2, TbHK1 inh -15.4, Hck Nef HTS 0.3 and 14-3-3 Bad PPI 51.3.
CCCCC(=O)NCCc1cc2c(OC)ccc(OC)c2[nH]c1=O was read as Runt-CBFb FRET -3.1, MDM2 E3 inh 2.0, EBV gp42 inh -7.4, Runt-SMMHC FRET 1.5, NCF1 inh -205.2, zVAD death inh 0.6, TbHK1 inh 1.3, Hck Nef HTS 2.0 and 14-3-3 Bad PPI 3.4.
Cc1ccc(Nc2nc(N)nc(CSC(=S)N3CCN(c4ccccc4)CC3)n2)cc1 was read as Runt-CBFb FRET -2.3, MDM2 E3 inh -11.4, EBV gp42 inh -8.7, Runt-SMMHC FRET -1.7, NCF1 inh -16.8, zVAD death inh 0.1, TbHK1 inh -11.5, Hck Nef HTS -0.1 and 14-3-3 Bad PPI 5.9.
NS(=O)(=O)c1cc2c(cc1Cl)NC(CC1CCCC1)NS2(=O)=O (configuration not stated) was read as Runt-CBFb FRET -0.7, EBV gp42 inh -1.6, Runt-SMMHC FRET 0.2, NCF1 inh -9.9, zVAD death inh -0.3, TbHK1 inh -11.8, Hck Nef HTS 27.5 and 14-3-3 Bad PPI -2.6.
`COc1cc(NC(=S)Nc2ccccn2)cc(OC)c1` gave Runt-CBFb FRET -2.5, MDM2 E3 inh 10.6, EBV gp42 inh -7.8, Runt-SMMHC FRET -4.5, NCF1 inh -0.9, zVAD death inh 2.4, TbHK1 inh 6.2, Hck Nef HTS 1.8 and 14-3-3 Bad PPI -0.8.
Screening COCCNc1nc(-c2cc3ccccc3o2)cs1 returned Runt-CBFb FRET 9.6, MDM2 E3 inh -25.9, EBV gp42 inh -0.2, Runt-SMMHC FRET -0.5, NCF1 inh -8.8, zVAD death inh 1.1, TbHK1 inh -2.2, Hck Nef HTS 4.0 and 14-3-3 Bad PPI 1.5[fluorescence artefact?].
Cn1cc(S(=O)(=O)NC(c2ccccc2)c2ccccc2)c(=O)n(C)c1=O was read as Runt-CBFb FRET -1.5, EBV gp42 inh -12.4, Runt-SMMHC FRET 1.2, NCF1 inh -10.5, zVAD death inh -0.1, TbHK1 inh 1.6, Hck Nef HTS 0.3 and 14-3-3 Bad PPI 1.3.
